Bioassay records: PubChem, several laboratories
BoNT-A LC inh2: BoNT/A light chain protease inhibitors, primary screen, biochemical, flow cytometry, MLPCN library. actives 0.17% (n = 360,000). Botulinum neurotoxin type A light chain protease (Clostridium botulinum A str. ATCC 3502). inhibition, % at 10 µM. AID 588499, 2011. multiplex microsphere protease substrate cleavage; in the data active means inhibition above about 30%; inconclusive means no clear call, values can overlap the other calls; further: plate controls were buffer without enzyme for full effect and enzyme alone for no effect
PrPC TRFRET: inhibitors of human cell surface prion protein PrPC, primary screen, cell-based, TR-FRET; Major prion protein (Homo sapiens), P04156; TR-FRET read-out; inhibition, % at 13.8 µM; actives 0.43% (n = 370,000); in the data active means inhibition above about 24%; further: 0% = median of the test wells and 100% = reference compound wells
FBA Mtb inh: Mtb FBA enzyme inhibitors, primary screen, biochemical, fluorescence, strain H37Rv; Fructose-bisphosphate aldolase (Mycobacterium tuberculosis (strain ATCC 25618 / H37Rv)), …; purified M. tuberculosis FBA, fluorescence read-out; inhibition, % at 1 µM; actives 2.3% (n = 360,000); in the data active means inhibition above about 27%;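 further: 0% = vehicle and 100% = reference inhibitor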
Target sequence (P9WQA3 whole entry, looked up): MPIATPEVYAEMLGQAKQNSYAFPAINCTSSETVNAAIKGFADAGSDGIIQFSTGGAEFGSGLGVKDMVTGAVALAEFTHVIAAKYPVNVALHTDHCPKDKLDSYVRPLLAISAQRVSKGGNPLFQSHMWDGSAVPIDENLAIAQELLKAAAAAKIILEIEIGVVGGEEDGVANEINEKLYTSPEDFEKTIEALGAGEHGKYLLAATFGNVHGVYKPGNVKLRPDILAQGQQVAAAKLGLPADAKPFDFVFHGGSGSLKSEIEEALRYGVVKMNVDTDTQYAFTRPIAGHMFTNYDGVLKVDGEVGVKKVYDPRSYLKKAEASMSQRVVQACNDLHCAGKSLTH
GDH-TPI inh: GDH-TPI coupling enzyme inhibitors, primary screen, artefact control for M. tuberculosis FBA inhibitor project, biochemical, absorbance, full deck; GDH-TPI coupled enzyme counterscreen, NADH absorbance; inhibition, % at 4.8 µM; actives 1.2% (n = 360,000); AID 588335, 2011;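 further: 0% = DMSO wells and 100% = wells lacking the enzyme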
Mtb BioA inh: M. tuberculosis BioA enzyme inhibitors, primary screen, biochemical, plate reader, single point, HTS; purified M. tuberculosis BioA enzyme; actives 0.096% (n = 360,000); AID 602481, 2012; inhibition, % at 9.99 µM; 7,8-diaminopelargonic acid synthase BioA (Mycobacterium tuberculosis); in the data active means inhibition above about 40%; inconclusive means no clear call, values can overlap the other calls
BoNT F protease: BoNT/F light chain protease inhibitors, primary screen, biochemical, flow cytometry, MLPCN library | Botulinum neurotoxin type F light chain protease (Clostridium botulinum) | Multiplex microsphere protease cleavage assay | inhibition, % at 10 µM | actives 0.22% (n = 360,000) | AID 588497, 2011; in the data active means inhibition above about 35%, passing the limit was not always enough; inconclusive means no clear call, values can overlap the other calls; further: plate controls were buffer without enzyme for full effect and enzyme alone for no effect
UGM FP inh: M. tuberculosis UGM enzyme inhibitors, primary screen, biochemical, fluorescence polarization, single point; UDP-galactopyranose mutase (Mycobacterium tuberculosis (strain ATCC 25618 / H37Rv)), …; purified UGM, fluorescence polarization probe displacement; inhibition, % at 10 µM; actives 0.06% (n = 320,000); AID 504406, 2011; in the data active means inhibition above about 10%, passing the limit was not always enough; inconclusive means no clear call, values can overlap the other calls
Target sequence (P9WIQ1 whole entry, looked up): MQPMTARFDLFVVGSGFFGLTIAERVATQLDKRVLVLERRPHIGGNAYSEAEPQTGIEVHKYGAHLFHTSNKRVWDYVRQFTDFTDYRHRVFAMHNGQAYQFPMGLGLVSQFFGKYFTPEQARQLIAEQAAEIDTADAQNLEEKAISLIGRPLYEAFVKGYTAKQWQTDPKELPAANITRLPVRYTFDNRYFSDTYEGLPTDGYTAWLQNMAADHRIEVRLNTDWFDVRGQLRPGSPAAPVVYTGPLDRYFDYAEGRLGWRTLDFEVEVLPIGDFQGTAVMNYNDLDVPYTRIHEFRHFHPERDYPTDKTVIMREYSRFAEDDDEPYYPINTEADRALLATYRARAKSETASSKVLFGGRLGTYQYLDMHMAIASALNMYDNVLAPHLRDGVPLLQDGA
CCHF vOTU inh: CCHFV vOTU protease inhibitors, primary screen, biochemical, Pep-AMC substrate, fluorescence; Crimean-Congo hemorrhagic fever virus L polyprotein viral ovarian tumor (vOTU) protease …; inhibition, % at 11.5 µM; actives 0.55% (n = 370,000); AID 651958, 2012; further: 0% = vehicle wells with enzyme and 100% = no enzyme wells
FadD28 binding: inhibitors of FadD28 bisubstrate probe binding, primary screen, biochemical, fluorescence polarization, single point | inhibition, % at 12.5 µM | actives 0.22% (n = 360,000); in the data active means inhibition above about 8.5%, passing the limit was not always enough; inconclusive means no clear call, values can overlap the other calls
An asterisk follows results filed as active; ? = inconclusive; nt = no result given. Unless noted, no stated cut-off is given here; in the data, active means inhibition above about 30%; inactive means the rest. The order is random, and some 4.8% of all compounds hit somewhere here.

SMILES	BoNT-A LC inh2	PrPC TRFRET	FBA Mtb inh	GDH-TPI inh	Mtb BioA inh	BoNT F protease	UGM FP inh	CCHF vOTU inh	FadD28 binding
CC(C)CCn1nc(C(=O)Nc2nc3c(s2)CCCC3)c2ccccc2c1=O	-0.6	0	-2	7	nt	-6	-3.7	13	0.5
CCOc1ccc(-c2nnc(SCC(=O)O)n2Cc2ccccc2)cc1	-1.4	9	0	3	1.2	6	0.4	-11	-2.1
COC(=O)CN(C#N)c1nc(NC(C)C)nc(NC(C)C)n1	-0.7	-2	-1	3	nt	-4	-0.4	-25	-1.6
O=C(COC(=O)c1ccc2ccccc2n1)Nc1ccccc1F	-1.6	-1	-1	4	-2.0	-2	3.7	0	-1.1
Cc1ccc(S(=O)(=O)N2CCCC(C(=O)N3CCCc4ccccc43)C2)cc1 (configuration not stated)	1.3	5	2	8	-0.3	7	0.4	1	1.6
CCC(C)(C(=O)NC1CCCCC1)N(Cc1ccco1)C(=O)c1ccc2c(c1)OCO2 (configuration not stated)	-1.5	2	0	6	0.4	0	4.0	2	-0.9
Cc1cccc(NC(=O)c2ccccc2-c2ccccc2)c1	0.7	4	4	3	nt	4	-1.2	26	-1.9
Cc1noc(C)c1COC(=O)COc1cccc2c1OC(C)(C)C2	-1.1	6	0	-1	-0.2	0	-3.7	10	-0.2
NS(=O)(=O)c1ccc(NN=C2CCCCC2)c([N+](=O)[O-])c1	0.3	-7	-2	9	6.1	-7	-4.1	-18	-1.9
C=CC(=O)N=c1sc2ccccc2n1-c1ccccc1	0.1	11	-5	11	4.3	-7	-0.6	-1	-4.9
Cc1nc(C(F)(F)F)ccc1C(=O)N1CCC1(C)C(=O)NS(=O)(=O)c1ccc2c(c1)CCO2 (configuration not stated)	-0.6	3	-2	6	-0.9	-3	nt	10	0.5
Cc1ccc(CSc2nnc3ccc(-c4ccncc4)nn23)cc1	-1.1	-34	4	21	0.0	-4	1.0	10	-3.9
O=C(COC(=O)c1cc[n+]([O-])cc1)Nc1ccccc1Cl	-1.0	7	2	9	nt	-11	0.3	3	-1.0
COc1cc(C)c(NC(=O)C(=S)NCCc2ccccc2)cc1C	0.8	6	1	-1	-0.1	0	-4.2	-3	-1.4
Cc1ccc(C(C)C)cc1OCC(=O)Nc1ccc(-n2cnnn2)cc1	nt	7	-1	5	0.0	nt	nt	18	-3.0
c1coc(C2Nc3ccccc3-c3nc4ccccc4n32)c1 (configuration not stated)	0.8	11	101*	-2	-0.1	7	2.1	-37	-8.8
COC(=O)c1ccc(C(=O)OC)c(NC(=O)Cc2cccs2)c1	1.1	-3	10	11	2.1	24	nt	-16	0.6
O=c1oc2cc(O)ccc2c2ccccc12	-0.2	28*	8	28	1.2	-8	-0.2	3	0.1
C/C(=N\NC(=O)c1ccc(-c2ccccc2)cc1)C1C(=O)c2ccccc2C1=O	0.1	7	-5	15	nt	1	-1.1	3	0.1
Cc1ccccc1OCC(=O)O/N=C(\N)c1ccncc1	0.1	6	0	7	-0.5	-3	0.1	16	-0.8
COc1ccc(C(=O)N(CC2CCCO2)C(C(=O)NC2CCCC2)c2ccc(Cl)cc2)cc1OC (configuration not stated)	3.3	-5	4	8	1.9	7	2.1	3	1.0
CCCn1c(Cc2ccccc2)nnc1SC(C)C(=O)NC1CC1 (configuration not stated)	0.4	0	-2	7	nt	2	2.5	-7	-1.8
CCc1ccc(C(=O)NCC2COc3ccccc3O2)o1 (configuration not stated)	-0.3	0	-1	-2	nt	0	4.9	0	0.7
Cc1ccc(-c2cc(C(=O)N/N=C/c3ccc(F)cc3)n[nH]2)o1	-1.9	4	0	2	0.2	-12	1.5	-6	-5.1
COc1ccc(NC(=O)c2cccnc2Nc2ccccc2)cc1	-8.4	-3	0	5	-1.1	-11	0.4	10	-12
Additional compounds
SMILES	BoNT-A LC inh2	PrPC TRFRET	FBA Mtb inh	GDH-TPI inh	Mtb BioA inh	BoNT F protease	UGM FP inh	CCHF vOTU inh	FadD28 binding
O=C(NCCC(=O)N1CCN(S(=O)(=O)c2ccccc2)CC1)c1ccc(Br)cc1	-1.5	-3	1	6	0.1	-4	1.8	-8	-1.1
C=CCn1c(-c2ccccc2)c[nH]c1=S	0.5	9	8	-5	0.1	-12	1.0	1	-2.6
Cc1cc(-c2nc3cc(F)ccc3s2)ccc1N	0.1	3	nt	38*	nt	-2	nt	-365	0.1
CCOC(=O)C/C(C)=N/NC(=O)COc1ccccc1C	1.5	-5	2	-4	1.9	5	3.1	-6	-0.9
COc1ccc(-c2csc(N(C)C(=O)c3ccco3)n2)cc1	-2.5	8	-6	-8	-1.3	10	-0.1	4	-2.6
COc1ccc(S(=O)(=O)N2CCC(C(N)=O)CC2)cc1	-0.4	1	7	12	-0.2	-5	0.2	3	-0.4
CCNC(=O)C1CCCN(C(=O)c2cccc(C(F)(F)F)c2)CC1 (configuration not stated)	0.0	6	-2	4	-1.6	-4	nt	0	-0.5
CCSc1nnc(NC(=O)c2c(-c3ccccc3Cl)noc2C)s1	1.1	5	2	0	0.8	?	1.2	5	-3.6
Cc1nc(NC(=O)c2ccccc2O)sc1C	-1.3	-1	4	16	-3.0	-13	-0.8	6	-2.5
C[C@H](CO)N1C[C@H](C)[C@@H](CN(C)C(=O)Nc2ccccc2)Oc2c(NC(=O)NC3CCCCC3)cccc2C1=O	-0.7	-3	-1	3	-0.6	0	4.2	-5	0.5
Oc1cccc(Nc2nc(O)c(/C=C3\C=Nc4ccccc43)s2)c1	-1.3	-3	5	41*	-0.1	-22	1.5	-2	-1.0
Cc1ccc(C(=O)N2CCN(C(=O)CN3CCCC3)C2)cc1	-0.2	5	3	-8	-0.9	-2	0.1	-11	-2.4
C/C(=C\C(=O)O)C12CC3CC(CC(C3)C1)C2	-0.7	-3	3	-3	-1.0	-6	-4.2	8	-4.2
CCN(CC)c1ccc(NC(=O)COc2ccc(C)cc2)cc1	?	3	1	1	-0.4	5	1.6	-1	0.3
COc1ccc(C(=O)n2nnc3ccccc32)cc1OC	0.9	6	2	5	nt	4	3.3	-7	-3.9
Cc1cc(C(=O)CN2C(=O)NC(C)(c3ccccc3)C2=O)c(C)n1CC1CCCO1 (configuration not stated)	0.6	nt	2	4	nt	4	3.3	nt	-1.7
Cc1ccc(NC(=O)CN2CCCN(S(=O)(=O)c3ccc(Br)s3)CC2)cc1	-1.1	nt	-3	-7	1.4	-5	-5.2	nt	-4.2
CCCCN(CC)CCNc1c(NC2CCN(C(=O)OCC)CC2)c(=O)c1=O	0.0	-7	-1	-4	-2.1	-1	0.0	7	-2.5
CNC(=O)COC(=O)c1ccc(-c2nc3ccccc3s2)s1	1.1	-5	19	57*	nt	13	0.3	-21	0.0
COC(=O)c1cccc(NC(=O)CCc2cc(OC)c(OC)c(OC)c2)c1	0.0	-4	1	-1	nt	4	-1.2	-15	-3.6
COc1ccc(NC(=S)N(CCCN2CCOCC2)Cc2ccccn2)cc1	0.3	-4	2	-2	2.3	0	0.0	-15	-0.1
CC(NC(=O)/C(C#N)=C/c1cn[nH]c1-c1ccccc1)c1ccccc1 (configuration not stated)	0.2	-4	-1	4	-1.7	-3	0.0	12	-3.2
Cc1cccc(N2CCN(C(=O)CN3CCOc4ccccc43)CC2C)c1 (configuration not stated)	-0.9	6	3	7	1.3	-11	1.1	12	1.5
Cc1ccc(NC(=O)CSc2nnc(CCNC(=O)OC(C)(C)C)o2)c(C)c1	-0.5	10	3	6	-7.6	-3	0.2	14	0.4
O=c1c(C(c2ccc(Br)cc2)c2c(O)nc3n(c2=O)CCS3)c(O)nc2n1CCS2	?	7	0	0	nt	?	-1.9	-5	-5.2
Next part:
SMILES	BoNT-A LC inh2	PrPC TRFRET	FBA Mtb inh	GDH-TPI inh	Mtb BioA inh	BoNT F protease	UGM FP inh	CCHF vOTU inh	FadD28 binding
COc1ccc(C(=O)OCC(=O)NC(=O)NC2CCCC2)cc1[N+](=O)[O-]	-0.5	-7	-1	12	-0.9	-10	2.0	5	-3.5
Cc1cc(NC(=O)c2noc3c2CCc2ccccc2-3)no1	-0.6	11	0	-1	-1.5	-2	-2.1	-13	0.5
Cc1ccc(S(=O)(=O)NN=Cc2ccccc2Cl)cc1	-0.1	0	-2	13	0.7	0	nt	7	-3.1
CCOc1ccccc1NC(=O)c1ccccc1N(C)S(C)(=O)=O	-0.2	-5	8	12	-8.3	-5	-1.2	11	-2.1
COc1ccc(C(=O)N/C(=C\c2ccccc2)C(=O)Nc2cccc(C(=O)O)c2)cc1	-1.4	8	-2	2	-0.9	-42	1.6	9	-4.2
Cc1ccccc1C(=O)NNC(=O)c1ccc(Br)cc1	0.0	-1	17	8	-0.7	-4	2.9	1	-1.5
COC(=O)c1ccsc1NC(=O)c1ccc2c(c1)OCCO2	-0.7	-9	-1	15	-0.9	2	0.9	-2	-1.7
COc1ccc(NC(=O)c2cc(-c3cc(F)ccc3OC)n[nH]2)cn1	0.0	19	3	7	-0.2	-4	nt	8	1.1
OC[C@@H]1CN(Cc2ccncc2)C[C@H](n2cnc3c(NCc4ccncc4)ncnc32)O1	-0.4	-2	2	0	-0.1	3	nt	-11	-3.2
COc1ccccc1C(=O)NC(=O)COc1ccc(Cl)cc1Cl	nt	-3	1	-5	-0.1	nt	0.4	1	-5.7
Cn1c(=O)c2c(nc(Sc3ncccn3)n2Cc2ccc(Cl)cc2)n(C)c1=O	0.0	1	5	11	1.6	-7	-1.3	-11	-1.9
